Screening results: PubChem BioAssay, The Scripps Research Institute Molecular Screening Center
GPR119 beta-arrestin – off-target GPR119 activation – cell-based, PathHunter beta-arrestin, luminescence, set 2, counter-screen for GPR151 activator project, confirmation (AID 1508607); actives 0.9% (n = 2,300); GPR119 PathHunter beta-arrestin cells, luminescence, 90 min; hits give high values; Glucose-dependent insulinotropic receptor (Homo sapiens); activation, % at 11.2 µM;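 active = mean percent activation across replicates above the counterscreen hit cutoff of 9.17%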;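 note: 0% = median of sample wells and 100% = wells given EA reagent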
GPR151 beta-arrestin – GPR151 activators, triplicate retest, confirmation, cell-based, PathHunter beta-arrestin, luminescence, set 2 (AID 1508608); G-protein coupled receptor 151 (Homo sapiens); GPR151 PathHunter beta-arrestin cells, luminescence, 90 min; hits give high values; 100% = signal from added EA reagent; activation, % at 11.2 µM; actives 0.9% (n = 2,300);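 active = mean activation across replicates above 26.72%, the hit cutoff set for this confirmation screen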;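 note: 0% = plate median of compound wells and 100% = EA reagent high control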
* hit, by the source's call. A portion of the library, so the mix of outcomes need not match the whole.

(1) CCC1CN(Cc2cccc(C)n2)Cc2cc(OC)ccc2O1 (configuration not stated)
(2) C=CCc1cc(Cl)ccc1OCCCN1CCOCC1
(3) Cc1ccc(C(=O)Oc2c(-c3ccccc3)c(-c3ccc(C)cc3)oc(=O)c2-c2ccccc2)cc1
(4) COc1ccc(-c2ccc(/C=N/N3C(=O)C4C5C=CC(C6CC56)C4C3=O)o2)c([N+](=O)[O-])c1 (configuration not stated)
(5) COc1ccc(CCNc2ccnc(Nc3ccc(-n4ccnc4)cc3)n2)cc1
(6) COC(=O)C1C(=O)c2c([nH]c(C(=O)OCCSC)c2C)CC1C (configuration not stated)
(7) CCN(CC)C(=O)c1ccc2nc(NC(=O)C34CC5CC(CC(C5)C3)C4)sc2c1
(8) Cc1c(Cl)cccc1NC(=O)CSc1nnc(C2CC2)n1C

| Screen / compound no. | 1 | 2 | 3 | 4 | 5 | 6 | 7 | 8 |
| --- | --- | --- | --- | --- | --- | --- | --- | --- |
| GPR119 beta-arrestin | 1.5 | 7.0 | 0.8 | -2.2 | 12* | 4.1 | -3.2 | 3.8 |
| GPR151 beta-arrestin | 0.3 | 7.1 | -0.3 | 4.4 | 39* | 5.8 | -1.9 | -0.5 |

(9) CCCCNC(=O)c1ccc2c(c1)ncn2-c1cc(OC)c(OC)c(OC)c1
(10) CC(C)CNC(=O)c1ccc(N2CC3CC(C2)c2cccc(=O)n2C3)c(NC(=O)c2ccc(F)cc2)c1 (configuration not stated)
(11) CCOC(=O)C1=C(C)N=c2s/c(=C\c3ccc(C)cc3)c(=O)n2C1c1ccc(F)cc1 (configuration not stated)
(12) O=c1/c(=C/c2ccc(Cl)cc2)sc2ncnn12
(13) O=C(CCC(=O)c1ccccc1)NCCOc1ccccc1
(14) COc1ccc2oc(=Nc3ccc(F)cc3F)c(C(N)=O)cc2c1
(15) NC(=O)Cn1ccn(Cc2ccccc2)c(=O)c1=O
(16) Cc1nc(CN2C(=O)C(=O)c3cc(Br)ccc32)cs1

| Screen / compound no. | 9 | 10 | 11 | 12 | 13 | 14 | 15 | 16 |
| --- | --- | --- | --- | --- | --- | --- | --- | --- |
| GPR119 beta-arrestin | 2.5 | 0.0 | 1.7 | 0.2 | -0.3 | 5.9 | -1.0 | 2.1 |
| GPR151 beta-arrestin | 3.9 | -6.2 | -3.4 | -5.5 | -4.7 | 6.5 | 2.8 | 1.8 |

(17) CC1=NN(c2ccccc2)C(=O)/C1=C\c1ccc([N+](=O)[O-])cc1
(18) CCOC(=O)c1cc(-c2ccccc2)sc1NC(=O)c1ccc(OC)c(OC)c1
(19) CCOC(=O)c1c(NC(=O)C(C)Sc2cn(C)c3ccccc23)sc2c1CCCCC2 (configuration not stated)
(20) Cc1ccc(COc2cccc3c2CCN(C)C3=O)cc1
(21) COc1ccc(COC(=O)C2=C(C)NC(=O)NC2c2ccc3c(c2)OCO3)cc1 (configuration not stated)
(22) C=CCc1cc(C=C2C(=O)N(C)C(=S)N(C)C2=O)cc(OC)c1OC
(23) C/C(=N\NC(=O)c1cc(-c2c(C)nn(-c3ccccc3)c2C)n[nH]1)c1ccccc1O
(24) Cc1ccc(S(=O)(=O)N2CCN3C(=O)[C@H](Cc4ccc(Cl)cc4)NC(=O)[C@H]3C2)cc1

| Screen / compound no. | 17 | 18 | 19 | 20 | 21 | 22 | 23 | 24 |
| --- | --- | --- | --- | --- | --- | --- | --- | --- |
| GPR119 beta-arrestin | -3.4 | -1.9 | 3.7 | -2.5 | -0.8 | 0.9 | -2.3 | 1.1 |
| GPR151 beta-arrestin | -3.5 | -2.6 | 9.3 | -4.7 | 2.7 | 1.9 | 0.6 | 3.5 |

Gathered by group: those above containing a nitro group on carbon
(4) COc1ccc(-c2ccc(/C=N/N3C(=O)C4C5C=CC(C6CC56)C4C3=O)o2)c([N+](=O)[O-])c1 (configuration not stated)
(17) CC1=NN(c2ccccc2)C(=O)/C1=C\c1ccc([N+](=O)[O-])cc1

| Screen / compound no. | 4 | 17 |
| --- | --- | --- |
| GPR119 beta-arrestin | -2.2 | -3.4 |
| GPR151 beta-arrestin | 4.4 | -3.5 |

Remaining list, next part
(25) Cc1sc2c(c1C)c(=O)n(-c1ccccc1)c(=O)n2CC(=O)Nc1ccc(F)cc1
(26) CC(NC(=O)NCCCC(=O)O)(C(F)(F)F)C(F)(F)F
(27) COc1ccc(-c2cc3ccc(OC(C)C(=O)O)cc3oc2=O)cc1 (configuration not stated)
(28) Cc1ccc(C(=O)CCNc2ccc3ccccc3c2)o1
(29) CNS(=O)(=O)c1cc(-c2nnc(NCc3nc4ccccc4[nH]3)c3ccccc23)ccc1C
(30) CCCN1CCN(S(=O)(=O)c2c(C)noc2/C=C/N(C)C)CC1
(31) CC(CCc1ccccc1)NC(=O)Cn1nc(Cc2ccncc2)c2ccccc2c1=O (configuration not stated)
(32) O=C(Oc1ccc2cc(Br)ccc2c1)c1ccco1

| Screen / compound no. | 25 | 26 | 27 | 28 | 29 | 30 | 31 | 32 |
| --- | --- | --- | --- | --- | --- | --- | --- | --- |
| GPR119 beta-arrestin | 1.2 | -3.5 | -3.0 | 4.7 | -0.8 | 1.6 | -1.4 | 1.1 |
| GPR151 beta-arrestin | 0.9 | -9.8 | -11 | -0.7 | 0.3 | 2.8 | 1.5 | 8.0 |

(33) Cc1ccc(C(=O)Nn2c(-c3ccc(F)cc3)nc3ccccc3c2=O)cc1C
(34) O=S(=O)(Nc1ccc(F)cc1)c1cc(S(=O)(=O)c2ccc(Cl)cc2)ccc1Cl
(35) CCOC(=O)C1CCN(c2c(NCCN(CC)c3ccccc3)c(=O)c2=O)CC1
(36) O=C(COc1cccc(Cl)c1)Nc1nc(-c2ccccc2)cs1
(37) CN(Cc1ccccc1)C(=O)Cn1cnc2scc(-c3ccccc3)c2c1=O
(38) Cc1ccccc1N1C(=O)c2ccc(C(=O)OC3CCCCC3)cc2C1=O
(39) CC(CCc1ccccc1)NC(=O)c1cccc([N+](=O)[O-])c1 (configuration not stated)
(40) CSc1ccc(C2C3=C(CCCC3=O)Nc3ccc4ccccc4c32)cc1 (configuration not stated)

| Screen / compound no. | 33 | 34 | 35 | 36 | 37 | 38 | 39 | 40 |
| --- | --- | --- | --- | --- | --- | --- | --- | --- |
| GPR119 beta-arrestin | 1.3 | -1.3 | -0.1 | 0.7 | 0.2 | -4.2 | 0.8 | 0.7 |
| GPR151 beta-arrestin | 5.6 | -1.9 | 0.5 | 0.2 | -6.1 | -6.2 | -3.4 | -3.3 |

(41) COc1ccc(/C=C2/NC(=O)N(c3cccc(Cl)c3)C2=O)c(OC)c1
(42) CC1=C(C(=O)Nc2ccccc2)C(c2cccs2)C(C#N)=C(SCC(=O)Nc2ccc(Cl)c(Cl)c2)N1 (configuration not stated)
(43) Cc1sc2nc(C3CC3)n3c(=O)n(CCN4CCCCC4)nc3c2c1C
(44) COc1c(Cl)cc(-c2noc(C)c2C(=O)NC(C)C)cc1Cl
(45) Cc1cc(Nc2ccc(N3CCOCC3)cc2)nc(Nc2ccc(-n3ccnc3)cc2)n1
(46) CC(C)CCNC(=O)CSc1nc2ccsc2c(=O)n1NC(=O)c1ccccc1
(47) O=C(c1ccccc1)c1cc2cc(Cl)ccc2oc1=O
(48) COCCC(=O)NCC1Cc2cc(Cl)cc(-c3ccc4[nH]ccc4c3)c2O1 (configuration not stated)

| Screen / compound no. | 41 | 42 | 43 | 44 | 45 | 46 | 47 | 48 |
| --- | --- | --- | --- | --- | --- | --- | --- | --- |
| GPR119 beta-arrestin | -1.2 | -0.5 | 2.2 | -3.8 | 3.1 | -3.5 | -1.4 | 1.9 |
| GPR151 beta-arrestin | -6.3 | -1.6 | 2.2 | -3.7 | 17 | -4.2 | 2.0 | 6.5 |

(49) C=CCN(c1ccc(C(=O)Nc2ccc(Cl)cc2)cc1)S(C)(=O)=O
(50) COc1ccc(N2C(=O)C(N3C(=O)c4ccccc4C3=O)C2c2ccc(F)cc2)c(OC)c1 (configuration not stated)
(51) CC[C@@H](C(=O)C(C)[C@@H](O)[C@H](C)CCc1ccc(C)c(O)c1C(=O)O)C1OC(CC)(C2CC[C@](O)(CC)[C@H](C)O2)C[C@@H]1C (some centres not stated)
(52) O=C(Nc1c2c(nn1-c1ccc(F)cc1)CSC2)c1cccc(Br)c1
(53) Cc1cccc2c(N3CCCC3)nc(CNS(=O)(=O)c3ccc4c(c3)OCCO4)nc12
(54) CCN(CC)CCNC(=O)CNC(=S)N(CCCN1CCOCC1)Cc1cccs1
(55) O=C(COc1ccc(Cl)cc1Cl)Nc1c2c(nn1-c1ccc(F)cc1)CSC2
(56) Cc1cc(C)cc(NS(=O)(=O)c2coc(C(N)=O)c2)c1

| Screen / compound no. | 49 | 50 | 51 | 52 | 53 | 54 | 55 | 56 |
| --- | --- | --- | --- | --- | --- | --- | --- | --- |
| GPR119 beta-arrestin | 2.5 | 3.5 | 30* | -6.4 | -0.6 | 2.1 | 3.4 | -0.2 |
| GPR151 beta-arrestin | -1.6 | -0.7 | 83* | -9.0 | -2.3 | -0.4 | 2.0 | -2.0 |

(57) COc1cc(/C=C2/C(=N)N3OC(C)=CC3=NC2=O)ccc1OCCOc1ccc(C)cc1
(58) COc1ccc(C(=O)Nc2ccc(-n3nncc3C(C)(C)C)cc2)cc1
(59) CN(C)c1ccc(C2Nc3ccccc3NC3=C2C(=O)CC(c2ccc(Cl)cc2)C3)cc1 (configuration not stated)
(60) Cn1c(=O)[nH]c(=O)c2c1nc(N/N=C/c1ccc(Br)cc1)n2CC(O)CO (configuration not stated)
(61) CCN(CC)C(=O)C(=O)c1c(C)n(C)c2ccccc12
(62) COc1ccc(/C=C2\C(=N)N3N=C(N4CCC(C)CC4)SC3=NC2=O)cc1OC
(63) O=C(Nc1ccc(-c2cccc(F)c2)cc1)C1CCCN(C(=O)C2CCOCC2)C1 (configuration not stated)

| Screen / compound no. | 57 | 58 | 59 | 60 | 61 | 62 | 63 |
| --- | --- | --- | --- | --- | --- | --- | --- |
| GPR119 beta-arrestin | 2.9 | 4.1 | -3.6 | 4.3 | 0.2 | -0.1 | 5.3 |
| GPR151 beta-arrestin | 4.9 | 12 | 3.5 | -1.7 | 8.3 | -5.0 | 8.7 |

Some of these compounds in order of heavy-atom count, falling.
(51) CC[C@@H](C(=O)C(C)[C@@H](O)[C@H](C)CCc1ccc(C)c(O)c1C(=O)O)C1OC(CC)(C2CC[C@](O)(CC)[C@H](C)O2)C[C@@H]1C (some centres not stated)
(50) COc1ccc(N2C(=O)C(N3C(=O)c4ccccc4C3=O)C2c2ccc(F)cc2)c(OC)c1 (configuration not stated)
(57) COc1cc(/C=C2/C(=N)N3OC(C)=CC3=NC2=O)ccc1OCCOc1ccc(C)cc1
(53) Cc1cccc2c(N3CCCC3)nc(CNS(=O)(=O)c3ccc4c(c3)OCCO4)nc12
(63) O=C(Nc1ccc(-c2cccc(F)c2)cc1)C1CCCN(C(=O)C2CCOCC2)C1 (configuration not stated)
(62) COc1ccc(/C=C2\C(=N)N3N=C(N4CCC(C)CC4)SC3=NC2=O)cc1OC
(55) O=C(COc1ccc(Cl)cc1Cl)Nc1c2c(nn1-c1ccc(F)cc1)CSC2
(60) Cn1c(=O)[nH]c(=O)c2c1nc(N/N=C/c1ccc(Br)cc1)n2CC(O)CO (configuration not stated)
(58) COc1ccc(C(=O)Nc2ccc(-n3nncc3C(C)(C)C)cc2)cc1
(52) O=C(Nc1c2c(nn1-c1ccc(F)cc1)CSC2)c1cccc(Br)c1

| Screen / compound no. | 51 | 50 | 57 | 53 | 63 | 62 | 55 | 60 | 58 | 52 |
| --- | --- | --- | --- | --- | --- | --- | --- | --- | --- | --- |
| GPR119 beta-arrestin | 30* | 3.5 | 2.9 | -0.6 | 5.3 | -0.1 | 3.4 | 4.3 | 4.1 | -6.4 |
| GPR151 beta-arrestin | 83* | -0.7 | 4.9 | -2.3 | 8.7 | -5.0 | 2.0 | -1.7 | 12 | -9.0 |

(49) C=CCN(c1ccc(C(=O)Nc2ccc(Cl)cc2)cc1)S(C)(=O)=O
(47) O=C(c1ccccc1)c1cc2cc(Cl)ccc2oc1=O

| Screen / compound no. | 49 | 47 |
| --- | --- | --- |
| GPR119 beta-arrestin | 2.5 | -1.4 |
| GPR151 beta-arrestin | -1.6 | 2.0 |
